Source: PubChem BioAssay
CBFb RUNX1 block: inhibitors of human CBF-beta and RUNX1 interaction; Q01196+Q13951; AlphaScreen CBFb-His/RUNX1-biotin binding, biochemical; Potency, µM (series often up to 59.8 µM), for the others: at the top dose activity, negative = inhibition, most hits filed as inhibitors; 230,000 tested, under 10 active; AID 1477; further: % of control where 0% means no effect
Target sequence (Q01196 whole entry, looked up): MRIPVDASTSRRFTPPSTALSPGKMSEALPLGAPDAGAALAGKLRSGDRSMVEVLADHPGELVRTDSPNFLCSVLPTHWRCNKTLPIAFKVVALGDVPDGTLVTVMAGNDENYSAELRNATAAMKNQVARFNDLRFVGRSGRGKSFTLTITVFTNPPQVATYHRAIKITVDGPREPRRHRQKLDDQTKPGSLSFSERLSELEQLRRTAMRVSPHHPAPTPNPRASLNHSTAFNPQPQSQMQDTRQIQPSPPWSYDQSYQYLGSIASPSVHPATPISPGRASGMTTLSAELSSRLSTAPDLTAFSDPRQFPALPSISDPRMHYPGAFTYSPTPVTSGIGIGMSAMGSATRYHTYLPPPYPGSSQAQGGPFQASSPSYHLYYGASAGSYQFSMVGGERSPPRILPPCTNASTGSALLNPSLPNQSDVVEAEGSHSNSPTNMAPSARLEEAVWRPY
Target sequence (Q13951 whole entry, looked up): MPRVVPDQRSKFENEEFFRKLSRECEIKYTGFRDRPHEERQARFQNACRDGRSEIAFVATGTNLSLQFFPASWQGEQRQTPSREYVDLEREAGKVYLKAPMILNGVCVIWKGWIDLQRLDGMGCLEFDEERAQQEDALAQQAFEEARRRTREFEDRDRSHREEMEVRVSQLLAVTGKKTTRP
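Proteins preincubated together for 20 min at RT before compound addition; 15 min later, nickel and streptavidin beads were added and left 90 min prior to AlphaScreen measurement.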
TRb-SRC2 inh: TRbeta-SRC2 interaction inhibition; P10828; TRbeta-SRC2 peptide binding, fluorescence polarization; receptor liganded with 1 µM T3; Potency, µM (highest dose often 106 µM), without a hit: at the highest dose activity change, negative = inhibition, usual class: inhibitors; hit rate 0.065% among 280,000; AID 1469;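 further: potency means the concentration at half of the fitted maximal effect; plate controls were bound peptide for no effect and peptide without receptor for full effect; nearly all actives have a fitted effect of over 50% in size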
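Quantitative HTS by FP: 0.6 uM TRb LBD, 20 nM labeled SRC2 20-mer, 1 uM T3, 5% DMSO; 5 hr ambient incubation; % activity per concentration and potencies from concentration series.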
Tau fluor counter: counter-screen for tau fibril formation inhibitors; tau K18 P301L (four-repeat tau fragment) Alexa594 fluorescence, heparin fibrillization; Potency, µM (doses to about 57.7 µM), for the others: top-dose activity change, negative = decrease; hit rate 0.93% among 280,000; AID 1463; further: potency means the concentration at half of the fitted maximal effect; on the % scale 0 is the no-effect control and ±100 the full control effect; nearly all actives have a fitted effect of over 55% in size
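Human K18 P301L tau (15 uM unlabeled plus 0.24 uM Alexa 594-labeled, final) in 100 mM sodium acetate pH 7 was mixed with compound and 20 uM heparin and incubated 6 hr at 37 C.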
Tau fibril FP: blocks human tau fibril formation measured by polarization; P10636; hit rate 0.39% among 280,000; K18 P301L tau heparin fibrillization, Alexa594 FP, 6 h; Potency, µM (titrated, usually from 57.7 µM), without a hit: top-dose activity, negative = inhibition, most hits filed as inhibitors; further: potency means the concentration at half of the fitted maximal effect; on the % scale 0 is the no-effect control and ±100 the full control effect; nearly all actives have a fitted effect of over 55% in size
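Human K18 P301L fragment (15 uM unlabeled plus 0.24 uM Alexa 594-labeled) in 100 mM sodium acetate pH 7 with compound, aggregation induced by 20 uM heparin for 6 hr at 37 C. ThT (30 uM) added for 1 hr, then Alexa 594 FP read.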
aGal spleen mod: inhibits or activates alpha-galactosidase in human spleen homogenate; P06280; human spleen homogenate, 4MU-alpha-Gal fluorescence, 40 min; Potency, µM (top dose mostly 80 µM), without a hit: top-dose activity change, negative = inhibition, usual class: inhibitors; hit rate 0.008% among 240,000; AID 2107;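 further: potency means the concentration at half of the fitted maximal effect; 0% = enzyme with vehicle and -100% = no enzyme basal signal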
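Human spleen homogenate (1 ug) was the enzyme source, with 4-methylumbelliferyl-alpha-D-galactopyranoside (1 mM final) in pH 5.0 citrate buffer with 0.01% Tween-20. Compounds were titrated; after 40 min at 37C, NaOH/glycine stop, 4-MU fluorescence read; AC50 from Hill fits.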
NPSR antagonist: neuropeptide S receptor (human) antagonism, cAMP | Q6W5P4 | CHO-NPSR cells, cAMP TR-FRET, antagonist mode | Potency, µM (doses to about 38.3 µM), for the others: at the highest dose activity change, negative = inhibition, most hits filed as inhibitors | hit rate 1% among 220,000 | AID 1461; further: potency means the concentration at half of the fitted maximal effect; on the % scale 0 is the no-effect control and ±100 the full control effect; nearly all actives have a fitted effect of over 50% in size; many of its hits are not listed in these tables
Target sequence (Q6W5P4 whole entry, looked up): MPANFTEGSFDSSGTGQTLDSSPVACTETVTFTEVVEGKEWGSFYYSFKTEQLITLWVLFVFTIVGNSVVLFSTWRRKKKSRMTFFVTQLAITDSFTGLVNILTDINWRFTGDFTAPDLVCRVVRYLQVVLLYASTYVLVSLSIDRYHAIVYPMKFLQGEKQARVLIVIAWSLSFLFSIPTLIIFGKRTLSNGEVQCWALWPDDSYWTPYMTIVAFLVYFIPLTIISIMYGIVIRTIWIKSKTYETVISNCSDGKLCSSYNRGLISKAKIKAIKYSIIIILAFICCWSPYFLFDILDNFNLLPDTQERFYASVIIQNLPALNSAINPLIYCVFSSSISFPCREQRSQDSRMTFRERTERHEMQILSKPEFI
TR SRC2 fluor cs: counter-screen for TRb-SRC2 inhibitors: fluorescence interference. TRb/SRC2 Texas Red total fluorescence interference. Potency, µM (doses to about 106 µM), for the others: at the top dose fluorescence change, negative = quenching. hit rate 0.29% among 280,000; active means well fitted curve in either direction with a large enough effect; inconclusive means small, poorly fitted or top-dose-only effect; further: potency means the concentration at half of the fitted maximal effect; on the % scale 0 is the no-effect control and ±100 the full control effect
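Human TRβ ligand-binding domain (0.6 uM) and Texas Red SRC2 peptide (20 nM) in Tris buffer with 1 uM T3 and 5% DMSO were incubated with pinned compound for 5 hr at ambient temperature. Total fluorescence was computed as S + 2P (555/632 nm).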
Epigenetic reg: regulators of epigenetic silencing causing reporter derepression in mouse cells; murine LDR cells, GFP reporter derepression, 30 h; Potency, µM (titrated, usually from 53.9 µM), for the others: at the highest dose GFP activation, hits mostly activators; hit rate 0.2% among 280,000; AID 1865; further: potency means the concentration at half of the fitted maximal effect; % of control where 0% means no effect; nearly all actives have a fitted effect of over 60% in size
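Reporter derepression read as number of fluorescent GFP-positive objects, 20-120 um in size, counted by laser-scanning cytometer. Mouse LDR line with an epigenetically silenced CMV-GFP locus; compound incubation 30 h, 37 C.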
An asterisk follows results filed as active; ? = inconclusive; . = not tested or not shown; & = joins results of further samples; [ ] = dose if it differs, or a comment. Unless noted, the call rests on the fitted dose curve; in most records, active means well fitted curve in the direction sought with a large enough effect; inconclusive means small, poorly fitted or top-dose-only effect, or another doubt; inactive means no such curve, though single readings can be large; an effect the other way counts as inactive or inconclusive.

Sample of the layout, 9 compounds:
entry | mol | CBFb RUNX1 block | TRb-SRC2 inh | Tau fluor counter | Tau fibril FP | aGal spleen mod | NPSR antagonist | TR SRC2 fluor cs | Epigenetic reg
1 | Cc1ccnc2ccc(-c3nc4ccccc4o3)cc12 | -5.2% | -3.2% | -12.4% | -5.9% | -0.3% | ? | -3.0% | -3.2%
2 | CSc1ccccc1NC(=O)c1ccccn1 | 6.8% | -0.5% | -6.0% | 0.8% | -6.4% | 5.5% | -2.6% | -3.6%
3 | COc1ccc(Oc2nc(-c3ccccn3)ncc2OC)cc1 | . | -4.7% | -5.9% | 3.0% | 12.1% | -1.5% | -1.4% | 0.3%
4 | C=Cc1ccc(CSc2nnc(C)n3c2cc2occc23)cc1 | . | -0.7% | -25.3% | -7.6% | . | . | -1.1% | 2.4%
5 | N#C/C(=C(/O)CN1CCCCC1)c1nc(-c2ccc(Cl)cc2)cs1 | -7.2% | 8.5% | -12.8% | 5.3% | 3.0% | -13.9%[46.1 µM] | 0.3% | 2.0%
6 | Cn1ccc(-c2ccccc2)c(C#N)c1=O | 3.6% | -5.1% | 2.6% | 7.0% | 2.3% | 7.6% | -6.6% | -2.2%
7 | COC(=O)[C@@H](NC(=O)O[C@H]1C(=O)c2ccc(OC)cc2O[C@@H]1c1ccc2c(c1)OCO2)C(C)C | 5.7% | 5.0%&-6.1% | -5.0%&-20.9% | 7.5%&3.0% | 6.5%&3.7% | -12.4% | -1.7%&-0.8% | 2.3%&7.0%
8 | CCOC(=O)C(CC(=O)O)NCc1ccco1 (stereo not given) | 4.3% | 7.0% | 2.3% | 3.6% | 2.9% | 17.9% | 0.7% | -2.0%
9 | O=C(NC(=S)N1CCN(c2ccc(F)cc2)CC1)c1cccs1 | -6.7% | -5.7% | -26.4% | -8.8% | -5.1% | 13.9% | -7.7% | 4.1%

Main list, from the first entry:
entry | mol | CBFb RUNX1 block | TRb-SRC2 inh | Tau fluor counter | Tau fibril FP | aGal spleen mod | NPSR antagonist | TR SRC2 fluor cs | Epigenetic reg
1 | Cc1ccnc2ccc(-c3nc4ccccc4o3)cc12 | -5.2% | -3.2% | -12.4% | -5.9% | -0.3% | ? | -3.0% | -3.2%
2 | CSc1ccccc1NC(=O)c1ccccn1 | 6.8% | -0.5% | -6.0% | 0.8% | -6.4% | 5.5% | -2.6% | -3.6%
3 | COc1ccc(Oc2nc(-c3ccccn3)ncc2OC)cc1 | . | -4.7% | -5.9% | 3.0% | 12.1% | -1.5% | -1.4% | 0.3%
4 | C=Cc1ccc(CSc2nnc(C)n3c2cc2occc23)cc1 | . | -0.7% | -25.3% | -7.6% | . | . | -1.1% | 2.4%
5 | N#C/C(=C(/O)CN1CCCCC1)c1nc(-c2ccc(Cl)cc2)cs1 | -7.2% | 8.5% | -12.8% | 5.3% | 3.0% | -13.9%[46.1 µM] | 0.3% | 2.0%
6 | Cn1ccc(-c2ccccc2)c(C#N)c1=O | 3.6% | -5.1% | 2.6% | 7.0% | 2.3% | 7.6% | -6.6% | -2.2%
7 | COC(=O)[C@@H](NC(=O)O[C@H]1C(=O)c2ccc(OC)cc2O[C@@H]1c1ccc2c(c1)OCO2)C(C)C | 5.7% | 5.0%&-6.1% | -5.0%&-20.9% | 7.5%&3.0% | 6.5%&3.7% | -12.4% | -1.7%&-0.8% | 2.3%&7.0%
8 | CCOC(=O)C(CC(=O)O)NCc1ccco1 (stereo not given) | 4.3% | 7.0% | 2.3% | 3.6% | 2.9% | 17.9% | 0.7% | -2.0%
9 | O=C(NC(=S)N1CCN(c2ccc(F)cc2)CC1)c1cccs1 | -6.7% | -5.7% | -26.4% | -8.8% | -5.1% | 13.9% | -7.7% | 4.1%
10 | CCOC(=O)c1sc(NC(=O)CN(CC(C)C)CC(C)C)c(C(=O)OCC)c1C | 6.4% | 2.6% | -7.9% | -2.1% | -2.5% | -9.7%[46.1 µM] | 1.2% | -1.3%
11 | O=C(NCCCNC(=O)C(F)(F)C(F)F)C(F)(F)C(F)F | -2.6% | 0.6% | -4.0% | -3.2% | 11.0% | -2.4%[46.1 µM] | 1.2% | -1.1%
12 | O=C1C2CC=C(Cl)CC2C(=O)N1CC1Cc2ccccc2CO1 (stereo not given) | -5.5% | -3.7% | -18.5% | 6.0% | 10.3% | 6.0%[46.1 µM] | -6.6% | 0.7%
13 | Cc1cccc(NC(=O)C(=O)NCC2CCCO2)c1 (stereo not given) | 4.6% | -7.2% | -8.3% | -1.9% | 3.7% | -5.6% | -0.4% | -4.9%
14 | CC(=O)c1cc(-c2nc3ccccc3n2C)n(C)c1 | -0.3% | -5.9% | 6.3% | 1.6% | 3.4% | -1.6%[46.1 µM] | -5.8% | -1.0%
15 | Cc1cccc(N2C(=O)CN(Cc3cccs3)C2=S)c1 | 1.2% | 1.8% | -13.7% | -6.8% | 5.5% | -6.1% | -2.1% | -4.4%
16 | CCOc1cc2[nH]c(=S)n(CCN3CCCCC3C)c(=O)c2cc1OCC (stereo not given) | 9.2% | -0.8% | ? | ? | 10.6% | 6.2%[46.1 µM] | -4.9% | -2.6%
17 | Cc1cc(-c2ccc(C(=O)O)s2)cnc1N | 4.8% | 4.4% | 3.5% | 8.8% | ? | 2.3% | -3.3% | 1.3%
18 | Cc1nc2ccc(NC(=O)c3cccc(S(=O)(=O)N4CC(C)OC(C)C4)c3)cc2s1 (stereo not given) | -0.3% | -1.1% | ? | -5.3% | 0.1% | -18.1%[46.1 µM] | -3.9% | -1.0%
19 | CCC(=O)N1CCN(c2ccnc3cc(Cl)ccc23)CC1 | 10.6% | 4.7% | -0.2% | -3.8% | 7.5% | -4.8% | -0.6% | -0.9%
20 | NC(=O)Cc1nc(-c2ccccc2)cs1 | -0.6% | -6.3% | 13.4% | 5.3% | 0.8% | 11.8% | 2.8% | -0.9%
21 | CCOC(=O)c1cc(-c2ccccc2)n(-c2cccc(C(=O)Nc3ccc(OCC)cc3)c2)c1C | . | -0.1% | -12.3% | -8.1% | . | . | -23.6% | -1.1%
22 | CCc1cccc(NC(=O)Cn2c(C(=O)OC)cc3occc32)c1 | . | 3.3% | -13.0% | -1.3% | . | . | -19.6% | 0.0%
23 | COC(=O)[C@@H]1C[C@@]2(O)[C@H](O)[C@H](O)[C@H](O)C[C@H]2N1Cc1ccc(N2CCN(C)CC2)cc1 | -1.5% | -3.1% | -21.3% | ? | -3.4% | . | 0.8% | -2.1%
24 | Cc1cccc(OCCOC(=O)Nc2ccccc2)c1 | 20.9% | 9.5% | -11.4% | -10.8% | 1.4% | -6.2% | 0.8% | 0.0%
25 | Cc1ccccc1Nc1nc(N)nc(CSc2nnc3sc4ccccc4n23)n1 | -8.1% | 3.9% | -23.5% | -8.9% | 0.7% | -9.4%[46.1 µM] | -3.9% | -0.2%
26 | CCOC(=O)C1=C(C)OC(N)=C(C#N)C1c1cc(C)sc1C (stereo not given) | -2.1% | 4.0% | -9.2% | -5.4% | -8.6% | -6.8%[46.1 µM] | -0.4% | -2.3%
27 | O=C(Nc1cccc(S(=O)(=O)Nc2ccc(Cl)cc2)c1)c1cc2c(s1)CCCC2 | -3.3% | 7.9% | ? | 14.1µM* | -12.6% | -45.3% | 1.5% | -1.0%
28 | COC(=O)C1C(=O)NCC1c1ccc(C)cc1 (stereo not given) | -0.5% | -5.6% | -3.0% | 4.3% | -0.3% | -1.5%[46.1 µM] | 1.6% | -2.7%
29 | CCOC(=O)C1=C(O)/C(=C/c2cc(C)n(-c3ccccc3)c2C)N=C1C | -11.8% | 5.2% | -17.4% | 1.1% | -8.4% | 37.4% | 2.6% | -0.8%
30 | COc1ccc(C(=O)Oc2cc(/C=N/NC(N)=S)ccc2OC)cc1 | -16.2% | -2.6% | ? | -5.2% | 4.3% | -9.7%[46.1 µM] | -2.6% | 0.9%
31 | CCc1noc(C)c1C(=O)N1CCOCC1 | 1.3% | -3.7% | -10.9% | -14.1% | -4.2% | -4.5%[46.1 µM] | 1.6% | -3.4%
32 | COCC(C)NC(C(=O)Nc1ccc(C)c(Cl)c1)c1ccccc1 (stereo not given) | 8.5% | -9.8% | -14.3% | 1.0% | -4.9% | -21.6%[46.1 µM] | -0.1% | -1.2%
33 | O=c1c2cc3c(cc2n(Cc2ccccc2)c(=O)n1Cc1nc(-c2ccccc2)no1)OCO3 | . | -4.6% | -11.3% | ? | . | . | 0.4% | -0.5%
34 | O=[N+]([O-])c1cc(/C=N/N/C(=N/c2ccccn2)c2ccccn2)ccc1O | -15.3% | 0.0% | -12.9% | -10.7% | -0.8% | -40.9% | -0.9% | 2.8%
35 | Cc1cc(NC(=O)c2cc(CC(C)C)on2)no1 | 9.8% | -2.7% | -4.9% | -4.3% | -4.4% | -7.8%[46.1 µM] | -0.1% | 1.7%
36 | COc1cc(OC)cc(C(=O)Nc2c(C(=O)Nc3ccc(F)cc3)oc3ccccc23)c1 | . | 2.0% | -29.9% | ? | . | . | 0.9% | -0.6%
37 | COc1cccc(CC2(CO)CCCN(Cc3ccc(CO)o3)C2)c1 (stereo not given) | 11.4% | -3.4% | 4.9% | 3.8% | 2.0% | -8.1% | 0.7% | 1.5%
38 | Cc1cc(C(=O)Nc2ccc(S(=O)(=O)N3CCOCC3)cc2)c(C)o1 | 5.2% | -10.6% | -11.4% | 9.4% | -4.4% | 9.7% | -0.6% | -1.9%
39 | COC(=O)[C@H](C)NC(=O)NCc1ccc(F)cc1 | 7.5% | 2.6% | 3.3% | -1.3% | 3.8% | -10.3%[46.1 µM] | -4.2% | 0.0%
40 | CC1CCCCN1C(=O)Cn1c(=O)n(C2CCCCC2)c(=O)c2ccccc21 (stereo not given) | 2.0% | -5.0% | -2.6% | 2.4% | 3.1% | -12.7%[46.1 µM] | -4.6% | -1.1%
41 | Cc1nc(CCNC(=O)c2cc(COc3ccc(F)cc3Cl)on2)sc1C | -9.1% | -0.8% | ? | -7.0% | 2.9% | -21.7% | 0.1% | 2.0%

A portion of the library, so the mix of outcomes need not match the whole.
